Growth percent in the NCI-60 one-dose screen (48 h, 10 µM unless noted): 100 = growth as untreated, 0 = no growth, -100 = all killed.
SR: SR leukemia cells; hit rate 8.7% among 73,000
MDA-MB-468: MDA-MB-468 breast cancer; hit rate 8.5% among 78,000; AID 2202374
MCF7: MCF7 breast cancer; hit rate 6.3% among 82,000; AID 1794796
K-562: K-562 leukemia; hit rate 7.4% among 78,000; AID 1794777
RPMI-8226: RPMI-8226 leukemia cells | hit rate 7.5% among 77,000 | AID 1794781
MOLT-4: MOLT-4 leukemia cells. hit rate 6.9% among 80,000. AID 1794779
MDA-MB-435: MDA-MB-435 melanoma; hit rate 7.8% among 82,000
MDA-MB-231: MDA-MB-231 breast cancer. hit rate 5% among 81,000
* marks the source's active call; other numbers are inactive results; x = no result given; & = joins results of further samples; ! = not confirmed by another sample; [ ] = another dose, or the depositor's remark. How the source made its calls: active means growth percent below 10; inactive means the rest. Hits appear at their usual frequency; any-hit rate near 15%.

SMILES	SR	MDA-MB-468	MCF7	K-562	RPMI-8226	MOLT-4	MDA-MB-435	MDA-MB-231
CCCCOc1ccc(NC(=O)c2sc3nc(C)ccc3c2N)cc1	19	-48*	18	9.9*	32	48	40	x
CCOC(=O)c1ccc(-n2cnc(-c3ccc([N+](=O)[O-])cc3)c2)cc1	85	80	82	86	85	90	94	102
COc1ccc2c(c1)/C(=C/c1c(-c3cc(OC)c(OC)c(OC)c3Br)nc3sccn13)C(=O)N2	95	x	85	76	86	73	93	81
CCN(CC)CCNC(=O)c1cn2ncnc(Oc3ccc(NC(=O)Nc4ccc(Cl)c(C(F)(F)F)c4)cc3)c2c1C	-56*	-81*	-84*	-79*	x	-45*	-81*	-95*
CCOC(=O)C1=C(C)NC(=O)NC1c1cc(OC)c(OC)c(OC)c1 (stereo not drawn)	92	95	96	102	104	96	103	93
[N-]=[N+]=NCc1ncc(-c2ccc(C(F)(F)F)cc2)c(NC2CCCCCC2)n1	5.4*[50 µM]	103[50 µM]	66[50 µM]	35[50 µM]	53[50 µM]	55[50 µM]	62[50 µM]	73[50 µM]
COC(=O)c1cccc(NC(=O)c2ccc(-c3cccc(N)c3)o2)c1	96	100	92	95	79	86	99	99
COc1ccc(-c2nc(SCC(=O)c3ccc(Br)cc3)[nH]c(=O)c2C#N)cc1	95	100	100	96	104	97	100	105
CCCCCNCCCCCNc1cc(OC)cc2cccnc12	x	45	51	x	x	x	103	89
C=CCOC(=O)NC(CCC(=O)O)C(=O)O (stereo not drawn)	104	91	116	105	97	93	108	111
CC(C)c1cc(C(C)C)c(S(=O)(=O)n2cc(C=O)c3ccccc32)c(C(C)C)c1	64	88	90	86	86	86	94	91
Cn1cc(/C=C(\C#N)C(=O)Nc2ncc(Cc3ccccc3Cl)s2)c2ccccc21	90	105	97	92	100	94	88	113
COc1ccccc1N1C(=O)CC(Sc2ccccc2N)C1=O (stereo not drawn)	77	109	92	91	62	94	106	95
O=S(=O)(Nc1ccc(OCc2nnc(-c3ccc(Cl)cc3)o2)c(F)c1)c1ccccc1	72	73	89	111	72	82	102	78
COc1ccc(CN(C2CCS(=O)(=O)C2)S(=O)(=O)c2ncsc2-c2ccccc2)cc1 (stereo not drawn)	96	101	92	92	101	93	103	100
CCOC(=O)c1cc(/C=C/c2ccc(Cl)cc2Cl)on1	x	38	0.7*	5.4*	2.8*	32	67	x
CS(=O)(=O)c1cc(C(=O)O)cc(NCc2ccccc2)c1Oc1ccccc1	101	98	94	113	99	103	105	115
O=C(Nc1ccc(Cl)c(Cl)c1)Nc1nccnc1OCc1ccc(Cl)cc1	x	92	78	101	92	80	97	88
CC(=O)N1CCN(CCNC(=O)n2cc(-c3ccncc3)c(-c3ccc(O)c(Cl)c3)n2)CC1	85	112	102	92	102	86	103	107
Cc1ccc(S(=O)(=O)OC(CI)C2OC(c3ccccc3)OC3COC(c4ccccc4)OC32)cc1 (stereo not drawn)	99	114	95	113	109	107	90	104
O=[N+]([O-])c1ccc(NN=C2CCCCCC2)c([N+](=O)[O-])c1	90	90	92	91	92	90	92	94
O=C(O)c1ccc(CNC(=O)c2ccccc2Nc2ccnc(C(F)(F)F)c2)cc1	93	107	94	94	93	95	99	107
Cc1nc2c(cnn2-c2ccccc2)c(=O)n1-c1ccc(N2C(=O)c3ccccc3C2=O)cc1	x	88	92	95	85	114	102	x
O=C(COc1cccc(/C=C2\CSc3ccccc3C2=O)c1)Nc1nccs1	-47*	x	-0.1*	-58*	-31*	-51*	21	81
O=C1C(CO)C(CO)C(CO)C1CO (stereo not drawn)	x	109	98	x	102	x	111	111
FC(F)(F)c1ccc(-c2cnc(C3=NCCN3)nc2NC2CCCCCC2)cc1	91	108	91	85	93	88	94	99
COc1cc(/C(C)=C(\c2ccc(Cl)cc2)c2ccc(OCCN)cc2)ccc1F	95	109	98	95	102	99	100	93
NC(=O)c1ccccc1OCc1ccccc1	x	88	101	97	95	98	100	99
Cc1nc2cc(Nc3nc(N4CCOCC4)nc(N4CCOCC4)n3)ccc2n1Cc1ccccc1	77	82	98	96	75	90	105	80
CCn1c(SCC(=O)c2ccc(C)cc2)nnc1-c1ccncc1	106	111	88	96	106	97	102	107
COc1cc2ncnc(Sc3nnc(NC(=O)c4ccccc4)s3)c2cc1OC	91	97	83	93	96	95	93	89
COC(C)CCOC(=O)c1ccccc1 (stereo not drawn)	102	116	90	105	101	102	103	102
Clc1ccc(OCC2CO2)c(Cl)c1 (stereo not drawn)	93	95	101	108	102	83	112	114
CCN(CC)CCCNc1cccc2ccc(OC)nc12	79	90	105	92	102	89	101	89
CCc1c(Cl)nc(N)nc1Nc1ccccc1C	101	94	104	x	93	98	105	110
c1ccc(-c2ccccc2Nc2nc3ccccc3s2)cc1	103	115	100	107	99	81	110	94

A draw from above in order of SMILES length, ascending:
SMILES	SR	MDA-MB-468	MCF7	K-562	RPMI-8226	MOLT-4	MDA-MB-435	MDA-MB-231
Clc1ccc(OCC2CO2)c(Cl)c1 (stereo not drawn)	93	95	101	108	102	83	112	114
CCN(CC)CCCNc1cccc2ccc(OC)nc12	79	90	105	92	102	89	101	89
COc1cc2ncnc(Sc3nnc(NC(=O)c4ccccc4)s3)c2cc1OC	91	97	83	93	96	95	93	89
COc1cc(/C(C)=C(\c2ccc(Cl)cc2)c2ccc(OCCN)cc2)ccc1F	95	109	98	95	102	99	100	93

Remaining list, next part
SMILES	SR	MDA-MB-468	MCF7	K-562	RPMI-8226	MOLT-4	MDA-MB-435	MDA-MB-231
CC(=O)n1cc([C@H]2CC[C@H](c3cn(C(C)=O)c4ccccc34)c3c2c2ccccc2n3C(C)=O)c2ccccc21	72	104	86	84	86	63	103	86
CC1=C(C(=O)OC(C)C)C(c2ccc(O)cc2)NC(=S)N1 (stereo not drawn)	x	99	98	95	96	95	110	100
O=C(Nc1ncc(Cc2ccc(Br)cc2)s1)C(=S)N1CCOCC1	100	100	101	101	103	102	105	103
Cc1cccc(NC=O)c1C	104	102	105	107	97	118	x	104
CCCCCCCN(CCCCCCC)C(C)C(O)c1ccc2cc(Br)c3ccccc3c2c1 (stereo not drawn)	96	121	105	95	99	105	110	106
COc1cnc2c(c1)C(=O)c1c-2n(CCCNCCN2CCOCC2)c(=O)c2cc([N+](=O)[O-])ccc12	-0.1*	-27*	3.4*	0.4*	-14*	-1.4*	14	2.5*
COc1cccc(-c2nc(Nc3ccc(S(N)(=O)=O)cc3)c3ccccc3n2)c1	24	24	20	10	6.9*	17	39	13
NS(=O)(=O)c1ccc(N2N=C(c3ccc(NC(=O)Nc4ccccc4)cc3)CC2c2ccc(Cl)cc2)cc1 (stereo not drawn)	44	49	25	44	40	44	73	45
CCOC(=O)C1=Cc2c(-c3cc(Cl)ccc3O)n[nH]c2C(C)(C)C1	66	92	72	59	78	66	89	89
COc1ccc(C2OCCO2)cc1	104	98	93	101	105	99	114	98
Cn1nnc2c(C(N)=O)ncn2c1=O	60	54	98	x	72	73	98	78
COc1cccc(-c2nc(N3CCOCC3)c3c4c(sc3n2)CCCC4)c1	84	98	76	84	109	89	106	101
Cc1ccc(C(=O)OCC(C)C)cc1	x	108	96	103	107	108	106	112
O=[N+]([O-])c1cc(Cl)ccc1-n1cc(COc2ncnc3sc4c(c23)CCCC4)nn1	97	91	92	91	92	93	101	78
O=Cc1cccc[n+]1Cc1ccc2c(c1)OCO2	87	95	97	97	90	87	102	99
COc1ccccc1N1CCN(C(=O)c2ccc(Cc3n[nH]c(=O)c4cccnc34)cc2)CC1	130	92	87	104	102	104	105	96
CC(CN(C)C)CN1c2ccccc2Sc2ccccc21 (stereo not drawn)	46&96&79	64&73&40	82&94&88	50&72&67	75	77&100&76	76&85&76	90&62
CN1C(=O)N(C)C2(c3ccccc3)n3c(s/c(=C\c4ccccc4)c3=O)=NNC12c1ccccc1 (stereo not drawn)	72	81	86	71	x	83	98	85
Nc1[nH]c(=O)[nH]c(=O)c1N=Nc1ccc(S(=O)(=O)Nc2ccccn2)cc1	85	106	100	89	100	93	94	108
CC(C)=CCC1=C(OC2OC(CO)C(O)C(O)C2O)C(=O)c2ccccc2C1=O (stereo not drawn)	79	87	90	91	88	101	112	81
CC(=O)Nc1cc(Cl)ccc1F	98	97	91	108	107	100	112	104
CSc1ccc(Nc2ncnc(N)n2)cc1	101	100	90	99	93	79	102	96
COc1cc(C2CC(=O)Nc3c(-c4ccc(F)cc4)nsc32)cc2c1OCO2 (stereo not drawn)	73	88	95	70	90	56	101	113
CC(=O)Oc1ccc(C2(c3ccc(OC(C)=O)cc3)C(=O)Nc3ccccc32)cc1	x	46	9.1*!	94&79	75&108	98&71	126&110	87&95
O=C(O)c1cn(C2CC2)c2cc(N3CCN(C(=O)CN4C(=O)S/C(=C/c5ccc(F)cc5)C4=O)CC3)c(F)cc2c1=O	94	101	96	100	x	100	105	98
CSc1nc2nc(N)nc(SC)c2[nH]1	98	95	95	100	106	98	109	100
Cc1ccc(S(=O)(=O)N2CCCC3OCCCC3=C2c2ccc(-c3ccccc3)cc2)cc1 (stereo not drawn)	81	82	82	90	100	94	98	96
Cc1ccc(Cn2c(=O)[nH]c(=O)n(Cc3ccc(Cl)cc3)c2=O)cc1	85	125	100	92	115	110	109	120
CC(C)(C)SC(=S)SCC(=O)c1ccc(Cl)cc1	77	94	100	78	106	69	99	118
O=[N+]([O-])c1ccc(-c2nnc(COc3ccc(Cl)cc3Cl)o2)cc1	92	116	79	82	79	82	108	96
COc1ccc2c(c1)O/C(=C\c1cccc(OCC(=O)Nc3nc4ccccc4s3)c1)C2=O	x	x	74	5.2*	53	18	97	75
CNC(=O)Cn1nnc(C(=O)OC)c1CCc1ccccc1	89	103	100	x	100	100	104	101
COc1ccc(NC(=O)N(O)C2(C#N)CCCCC2)cc1	105	101	105	105	102	99	111	102
CN1CCN(C2=Nc3ccccc3Cc3ccccc32)CC1	137	117	80	165	61	127	99	104
O=S(=O)(Nc1ccc(C(F)(F)F)cc1)c1ccc(-c2ccc(Cl)cc2Cl)cc1	81	78	84	64	55	79	91	80
c1cc(NCCN2CCOCC2)c2ccc3c(ccc4c(NCCN5CCOCC5)ccnc43)c2n1	63	105	88	92	101	77	103	99
Nc1nc(Nc2ccncc2)nn1Cc1cccc(Br)c1	106	104	92	112	108	110	103	115
Cc1c(C(=O)Nc2ccc(C(=O)N3CCOCC3)cc2)nnn1-c1ccccc1	103	111	98	98	102	102	105	104

By substructure: the compounds so far with fluorine (ten)
SMILES	SR	MDA-MB-468	MCF7	K-562	RPMI-8226	MOLT-4	MDA-MB-435	MDA-MB-231
CCN(CC)CCNC(=O)c1cn2ncnc(Oc3ccc(NC(=O)Nc4ccc(Cl)c(C(F)(F)F)c4)cc3)c2c1C	-56*	-81*	-84*	-79*	x	-45*	-81*	-95*
[N-]=[N+]=NCc1ncc(-c2ccc(C(F)(F)F)cc2)c(NC2CCCCCC2)n1	5.4*[50 µM]	103[50 µM]	66[50 µM]	35[50 µM]	53[50 µM]	55[50 µM]	62[50 µM]	73[50 µM]
O=S(=O)(Nc1ccc(OCc2nnc(-c3ccc(Cl)cc3)o2)c(F)c1)c1ccccc1	72	73	89	111	72	82	102	78
O=C(O)c1ccc(CNC(=O)c2ccccc2Nc2ccnc(C(F)(F)F)c2)cc1	93	107	94	94	93	95	99	107
FC(F)(F)c1ccc(-c2cnc(C3=NCCN3)nc2NC2CCCCCC2)cc1	91	108	91	85	93	88	94	99
COc1cc(/C(C)=C(\c2ccc(Cl)cc2)c2ccc(OCCN)cc2)ccc1F	95	109	98	95	102	99	100	93
CC(=O)Nc1cc(Cl)ccc1F	98	97	91	108	107	100	112	104
COc1cc(C2CC(=O)Nc3c(-c4ccc(F)cc4)nsc32)cc2c1OCO2 (stereo not drawn)	73	88	95	70	90	56	101	113
O=C(O)c1cn(C2CC2)c2cc(N3CCN(C(=O)CN4C(=O)S/C(=C/c5ccc(F)cc5)C4=O)CC3)c(F)cc2c1=O	94	101	96	100	x	100	105	98
O=S(=O)(Nc1ccc(C(F)(F)F)cc1)c1ccc(-c2ccc(Cl)cc2Cl)cc1	81	78	84	64	55	79	91	80

Assay outcomes from PubChem.
